V1R ag counter – counter-screen for oxytocin receptor agonists: human V1a receptor agonists | P37288 | CHO-V1R cells, Fluo-8 calcium fluorescence, agonist mode; 0% DMSO, 100% 3 nM vasopressin | activation, % at 3 µM | hit rate 0.25% among 320,000 | AID 2797;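 active means activation above the mean activation of all tested compounds plus 3 SD, per screening run, cut at about 20% in these data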;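 further: signal is peak over basal fluorescence ratio across a 100 second FLIPR read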
M18AAP inhibitor – PfM18AAP enzyme inhibition; recombinant PfM18AAP, H-Glu-NHMec fluorogenic cleavage; inhibition, % at 7.35 µM; hit rate 1.2% among 290,000;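 active means inhibition above the campaign mean inhibition over all tested compounds plus 3 SD, cut at about 28% in these data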;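 further: 0% = plate median of test compound wells and 100% = 2 mM ZnCl2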
GPR7 antag – blocks human GPR7 receptor signaling | P48145 | GPR7-expressing cells, fluorescence antagonist assay | inhibition, % at 4.4 µM | hit rate 1.1% among 290,000 | AID 1861; in the data active means inhibition above about 16%, passing the limit was not always enough;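 further: cells stimulated with the agonist NPW; 0% = agonist with vehicle and 100% = vehicle without agonist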
Target sequence (P48145 whole entry, looked up): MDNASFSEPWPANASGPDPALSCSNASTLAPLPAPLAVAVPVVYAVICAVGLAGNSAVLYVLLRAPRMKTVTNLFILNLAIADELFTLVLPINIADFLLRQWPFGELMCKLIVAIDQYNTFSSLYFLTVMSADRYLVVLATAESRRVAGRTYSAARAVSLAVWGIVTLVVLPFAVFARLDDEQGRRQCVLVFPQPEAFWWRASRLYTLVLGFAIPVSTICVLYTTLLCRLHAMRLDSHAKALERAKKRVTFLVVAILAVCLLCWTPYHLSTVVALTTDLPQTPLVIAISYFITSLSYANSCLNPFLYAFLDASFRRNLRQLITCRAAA
OXTR ag – agonists of human oxytocin receptor; P30559; CHO-OTR cells, Fluo-8 calcium fluorescence; normalized: DMSO 0%, oxytocin 100%; activation, % at 3 µM; hit rate 0.32% among 320,000; AID 2435;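 active means activation above the mean of all tested compounds plus 3 SD, cutoff set per screening run, cut at about 20% in these data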;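 further: peak over basal fluorescence ratio from a 100 s FLIPR kinetic read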
Target sequence (P30559 whole entry, looked up): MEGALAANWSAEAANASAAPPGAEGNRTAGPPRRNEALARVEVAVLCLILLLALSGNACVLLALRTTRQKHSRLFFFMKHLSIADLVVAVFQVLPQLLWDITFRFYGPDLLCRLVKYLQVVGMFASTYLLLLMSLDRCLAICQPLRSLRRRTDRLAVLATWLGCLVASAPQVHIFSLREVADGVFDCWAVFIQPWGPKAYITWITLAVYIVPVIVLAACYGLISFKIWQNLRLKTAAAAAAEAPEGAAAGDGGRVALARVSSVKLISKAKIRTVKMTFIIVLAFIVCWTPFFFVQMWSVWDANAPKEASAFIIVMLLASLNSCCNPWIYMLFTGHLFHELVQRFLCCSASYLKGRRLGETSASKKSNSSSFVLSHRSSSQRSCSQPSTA
OXTR potentiator – human OXTR potentiation. CHO-OTR cells, Fluo-8 calcium fluorescence, potentiator mode; 0% = oxytocin EC15, 100% = EC100. P30559. hit rate 0.061% among 320,000. activation, % at 3 µM;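 active means activation above that plate's cutoff, the mean activation of tested compounds plus 3 SD, cut at about 6.6% in these data, passing the limit was not always enough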;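 further: 100% uses oxytocin at 75 nM as the full agonist control; some results filed as inactive read as strong as hits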
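Dosing: Single dose, 3.0 µM nominal final compound concentration | Material: Human OTR in CHO cells | Technique: Kinetic Fluo-8 calcium fluorescence | Benchmarks: EC15 oxytocin alone as 0%, 75 nM oxytocin as 100% | Probe or stimulus: Oxytocin at about EC15, sub-maximal agonist stimulus | Incubation: Compound 6 min at room temperature before oxytocin, 100 s read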
MEKK2 mut-MEK5 – signal of MEK5 binding to mutant human MEKK2 PB1 domain | bead flow cytometry, Alexa488-MEK5 binding to MEKK2 mutant | hit rate 0.35% among 290,000 | AID 1530 | percent response, % at 10 µM; in the data active means percent response above about 24%, passing the limit was not always enough; further: inactives centre near 1; some results filed as inactive read as strong as hits
MEKK2 WT-MEK5 – raises or lowers MEK5 binding to wildtype human MEKK2 PB1 domain; binding response (% of control), % at 10 µM; Q9Y2U5; bead flow cytometry, Alexa488-MEK5 binding to MEKK2 WT; actives lie on both sides; hit rate 1.1% among 290,000; in the data active means binding response below about 67% or above about 130%
NALP1 yeast inh – inhibitors of NALP1 inflammasome in yeast; S. cerevisiae NALP1/ASC/caspase-1 growth, X-gal OD620, 72 h; inhibition, % at 10 µM; hit rate 0.61% among 280,000; in the data active means inhibition mostly above about 24%, no sharp cut-off; inactive means mostly below about 32%; further: some compounds called inactive have numbers as strong as hits
GalR3 antagonist – antagonists of human GalR3; O60755; HEK293 GalR3-CNG cAMP membrane potential fluorescence; galR3 body fused to GalR1 C-terminus; inhibition, % at 3 µM; hit rate 0.44% among 360,000; AID 651719;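 active means inhibition above the screen-wide average plus 3 SD, cut at about 13% in these data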;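 further: forskolin and galanin both at EC90 stimulate the cells; cAMP rise reported by CNG channel membrane potential dye signal; 0% = forskolin plus galanin with DMSO and 100% = forskolin alone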
Target sequence (O60755 1-299 limits assumed): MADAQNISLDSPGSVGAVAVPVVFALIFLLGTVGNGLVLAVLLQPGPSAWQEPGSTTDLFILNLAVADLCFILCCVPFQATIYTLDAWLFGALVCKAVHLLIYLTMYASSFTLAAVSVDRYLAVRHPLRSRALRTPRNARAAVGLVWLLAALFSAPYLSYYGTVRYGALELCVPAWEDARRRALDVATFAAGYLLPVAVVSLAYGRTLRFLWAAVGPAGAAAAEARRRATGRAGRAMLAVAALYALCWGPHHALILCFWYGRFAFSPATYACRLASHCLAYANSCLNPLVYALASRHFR
* hit, by the source's call; . = no result given; & = joins results of further samples.

SMILES	V1R ag counter	M18AAP inhibitor	GPR7 antag	OXTR ag	OXTR potentiator	MEKK2 mut-MEK5	MEKK2 WT-MEK5	NALP1 yeast inh	GalR3 antagonist
CC(=O)NS(=O)(=O)c1ccc(NC(=O)c2cc(-c3ccc(C)cc3)nc3ccccc23)cc1	-0.6	0	0	-1.5	-17	5	94	18	2
Cc1cc(C)nc(CC(N)=O)n1	1.0	-16	-9	-0.2	-24	15	111	-3	-4
COc1ccc(/C=N/NC(=O)CCSc2nc3ccccc3s2)cc1OC	1.5	-5	-11	4.0	-10	-2	98	32	1
Cc1cc(=O)nc2c3ccccc3n(CC(=O)NCCCN3CCCC3=O)n12	1.0	-6	4	0.0	-3	-1	102	20	1
O=C(NCCS(=O)(=O)NC1CCCC1)c1ccc(F)cc1	-0.5	.	.	0.1	-16	.	.	.	-4
CCCCNC(=O)c1ccccc1C(=O)NCCCC	0.5	-5	0	-0.5	3	0	104	30	-4
COc1ccc(S(=O)(=O)NCc2ccccn2)cc1Br	1.2	0	3	-1.4	-15	8	113	-8	4
O=C(O)c1cccc(NC(=O)c2ccccc2NC(=O)c2ccccc2F)c1	-0.6	0	-10	-0.8	-16	1	102	10	-5
C[n+]1ccccc1/C=C/c1ccc2ncccc2c1	.	3	2	.	.	-1	104	22	-10
CCCCNC(NCCCC)=C(S(=O)(=O)CC)S(=O)(=O)CC	-0.4	4	-14	-0.3	1	-1	103	-9	-4
O=C(Nc1nc2ccccc2[nH]1)c1ccccc1[N+](=O)[O-]	1.2	1	11	0.3	-3	-1	97	-21	-6
Cc1ccc(S(=O)(=O)N2CCOCC2)cc1NC(=O)CN1CCC(Cc2ccccc2)CC1	4.9	-1	37*	1.2	-15	-12	96	3	-5
COC(=O)CC1C(=O)NCCN1C(=S)Nc1ccccc1Cl (configuration not stated)	0.5	-6	-15	0.5	2	-4	94	0	-2
O=C(c1cc2ccccc2o1)c1cccs1	-1.4	-4	-9	-2.4	-7	-1	97	-8	-3
CCO/C([O-])=N/c1sn[n+](C)c1C	0.1	3	-5	0.0	-1	-5	92	14	-6
OCc1nc2ccccc2n1Cc1c(F)cccc1Cl	1.4	3	-18	0.1	-6	-2	100	.	-4
Cc1ccc(O)c(NC(=O)COc2cc(C)ccc2C)c1	-0.5	-11	11	0.9	0	-1	100	14	-5
CCc1nnc(NC(=O)CSc2nnc(-c3ccccc3O)n2-c2ccc(C)cc2)s1	-0.3	6	-6	-2.1	-10	-2	93	22	-5
CC(OC(=O)c1ccccc1C(=O)N(C)c1ccccc1)C(=O)Nc1ccccc1[N+](=O)[O-] (configuration not stated)	-0.9	.	.	-2.1	3	.	.	.	-2
O=C(Nc1ccc(C2=NCCN2)cc1)c1ccc(Cl)c(C(=O)Nc2ccc(C3=NCCN3)cc2)c1	-0.2	-8	-5	0.1	2	34	144*	10	.

Looked up by structure from the list above, 2 records:
SMILES	V1R ag counter	M18AAP inhibitor	GPR7 antag	OXTR ag	OXTR potentiator	MEKK2 mut-MEK5	MEKK2 WT-MEK5	NALP1 yeast inh	GalR3 antagonist
CCCCNC(=O)c1ccccc1C(=O)NCCCC	0.5	-5	0	-0.5	3	0	104	30	-4
CCCCNC(NCCCC)=C(S(=O)(=O)CC)S(=O)(=O)CC	-0.4	4	-14	-0.3	1	-1	103	-9	-4

More entries
SMILES	V1R ag counter	M18AAP inhibitor	GPR7 antag	OXTR ag	OXTR potentiator	MEKK2 mut-MEK5	MEKK2 WT-MEK5	NALP1 yeast inh	GalR3 antagonist
COc1ccc(C(=O)/C=C/c2ccc3c(c2)OCCO3)cc1	-0.3	2	-5	-0.9	-8	-7	92	-51	7
COc1ccc(C2(c3ccc(OC)cc3)NC(=O)N(CC(=O)NC(C)C)C2=O)cc1	8.3	7	-1	2.0	-3	0	100	-6	0
CN(C)S(=O)(=O)c1cccc(NC(=O)CCc2nc3cc(S(=O)(=O)N4CCOCC4)ccc3n2C)c1	0.9	.	.	0.2	-6	.	.	.	-3
CC(=O)Nc1ccc(NC(=O)c2ccc(NC(=O)c3ccccc3)cc2)cc1	0.8	-19	-5	0.3	-9	2	101	6	-2
CC(C)C(=O)Nc1nnc(S(=O)(=O)N(C)c2ccc(Cl)cc2)s1	.	7	-13	.	.	4	105	-19	-8
N#Cc1ccc(CSCC(=O)O)cc1	0.2	11	-2	0.4	1	-10	86	-1	-8
Cc1ccc(C2C3=C(CC(C)(C)CC3=O)OC3=C2C(=O)CC(C)(C)C3)cc1	-0.4	14	-11	-1.5	-3	-5	94	0	-6
O=C1CN(c2ccc(Cl)cc2)C2(CCCCC2)S1	-1.8	-5	-5	-3.3	3	-1	104	18	-5
C/C(N)=C(/C#N)C(=O)CSc1n[nH]c(-c2ccccc2Br)n1	-0.5	-12	-9	-1.0	-12	3	109	16	-5&-1
O=C(NCc1ccccc1)c1ccc2nccnc2c1	0.0	-2	-7	-0.2	6	5	108	7	2
COc1cc(-c2noc(C)c2-c2ccc3[nH]ccc3c2)cc(OC)c1OC	-0.4	6	16	-2.3	-11	-5	88	-17	.
COc1cccc(-c2nn(-c3ccccc3)cc2CO)c1	1.2	-3	-13	1.2	4	.	.	-5	-7
CCNC(=S)NNC(=O)CC(C)C	-0.5	12	-10	0.5	-6	-7	79	14	0
CSCC[C@H](NC(=O)[C@@H]1CSC2c3ccccc3C(=O)N21)C(=O)NCc1ccco1 (some centres not stated)	0.3	3	1	-0.8	0	1	98	-14	1
COc1ccc(NC(=O)CCCSc2ccccc2)cc1S(N)(=O)=O	-0.1	-2	-1	-0.8	3	5	105	13	-4
CC(C)Cc1nc(Cl)c(C#N)c2c1CCC2	-1.2	-4	-2	-2.1	3	5	106	8	-5
C=CCNC(=O)c1cc2sccc2n1C	-0.3	-8	-6	0.1	-3	-4	87	.	-3
COC(=O)c1ccccc1NC(=O)CCn1c(=O)oc2ccccc21	0.6	6	-10	-0.3	10	-1	96	-6	-1
CCN(CC)CCNC(=O)c1ccc(Sc2ccc(Cl)cc2)c(NC(C)=O)c1	0.3	4	-8	-0.5	-4	6	102	4	-3
COCCN(C(=O)COC(=O)c1cc2c(s1)CCCC2)c1c(N)n(Cc2ccccc2)c(=O)[nH]c1=O	-1.0	.	.	-0.5	-9	.	.	.	-1

Of the compounds above, these have bromine:
SMILES	V1R ag counter	M18AAP inhibitor	GPR7 antag	OXTR ag	OXTR potentiator	MEKK2 mut-MEK5	MEKK2 WT-MEK5	NALP1 yeast inh	GalR3 antagonist
COc1ccc(S(=O)(=O)NCc2ccccn2)cc1Br	1.2	0	3	-1.4	-15	8	113	-8	4
C/C(N)=C(/C#N)C(=O)CSc1n[nH]c(-c2ccccc2Br)n1	-0.5	-12	-9	-1.0	-12	3	109	16	-5&-1

Continued:
SMILES	V1R ag counter	M18AAP inhibitor	GPR7 antag	OXTR ag	OXTR potentiator	MEKK2 mut-MEK5	MEKK2 WT-MEK5	NALP1 yeast inh	GalR3 antagonist
Cc1ccc(NC(=O)c2ccc(F)cc2F)cc1NS(C)(=O)=O	-1.6	-15	-4	-0.8	2	1	95	.	-2
COc1ccc(S(=O)(=O)Oc2cccc(C(=S)N3CCOCC3)c2)cc1	3.7	6	-1	0.1	-17	6	105	10	-4
Cc1ccc2[nH]c3c(=O)n(N)c(C)nc3c2c1	-0.7	-2	-7	-1.2	3	0	92	-20	-8
Cc1cc(NC(=O)CCC(=O)N(c2ccccc2)C(C(=O)NC2CCCC2)c2cccs2)no1 (configuration not stated)	-0.8	-3	-15	-3.0	-7	6	99	9	-1
CC(=O)c1cccc(NC(=O)NNC(=O)c2ccc(Cl)cc2Cl)c1	0.1	7	-11	0.7	-4	3	103	6	-3
COc1ccc2[nH]c3nc(SCC(=O)NNC(=O)c4ccc(OC)c(OC)c4)nnc3c2c1	-0.6	2	-3	0.9	-6	-4	100	-4	-4
CC(C)N(C(=O)CSc1ccc(S(=O)(=O)N2CCCCC2)cn1)c1ccccc1	2.0	.	.	-2.2	-4	.	.	.	-1
O=C(Nc1ccc(S(=O)(=O)N2CCCCC2)cc1)C1CCN(C(=O)c2ccco2)CC1	1.0	2	1	1.1	-6	-1	97	13	-9
CCOC(=O)C1(Cc2ccc(OC)cc2)CCN(C(=O)CCN2CCCC2=O)CC1	-0.5	0	-10	-0.3	-8	2	97	-62	3
COc1ccc(CCNC(=O)C2=CC=CN3CCS(=O)(=O)N=C23)cc1	0.0	.	.	0.2	2	.	.	.	0
Cc1cccc2nc3ccccc3cc12	-1.4	.	.	-2.5	-5	.	.	.	-4
COc1ccc(OC)c(NC(=O)c2ccc(-c3csc(C)n3)cc2)c1	-0.3	3	-15	-2.2	-11	2	102	17	-6
CCOC(=O)c1c(-c2ccccc2)nnn1-c1nc(OC)nc(N2CCOCC2)n1	0.3	-3	-10	-0.2	-4	9	101	8	-1
Cc1cc(=O)oc2cc(OCC(=O)OCC(=O)NCCc3ccccc3)ccc12	-0.4	-8	-9	1.5	-15	0	102	7	-5
COC(=O)c1sc(N2C(=O)C(O)=C(C(=O)c3ccc(C)o3)C2c2ccc(OC)c(OC)c2)nc1C (configuration not stated)	.	16	-23	.	.	-2	97	9	36*
COc1ccccc1NS(=O)(=O)c1cc(N2Cc3ccccc3C2=N)ccc1N1CCOCC1	1.0	25	1	5.6	1	1	106	-14	0
N/C(=N\OC(=O)Cc1ccccc1)c1ccccn1	0.0	8	-2	0.0	1	4	110	-8	1
O=C(c1ccccc1)c1c[nH]c2cc3c(cc2c1=O)OCCO3	0.0	3	-7	-0.5	-10	1	108	12	2

Ordered by the number under MEKK2 WT-MEK5 (rising): some entries from above
SMILES | M18AAP inhibitor | GPR7 antag | OXTR potentiator | MEKK2 mut-MEK5 | MEKK2 WT-MEK5 | NALP1 yeast inh | GalR3 antagonist
COC(=O)c1sc(N2C(=O)C(O)=C(C(=O)c3ccc(C)o3)C2c2ccc(OC)c(OC)c2)nc1C (configuration not stated) | 16 | -23 | . | -2 | 97 | 9 | 36*
COc1ccc(OC)c(NC(=O)c2ccc(-c3csc(C)n3)cc2)c1 | 3 | -15 | -11 | 2 | 102 | 17 | -6
CC(=O)c1cccc(NC(=O)NNC(=O)c2ccc(Cl)cc2Cl)c1 | 7 | -11 | -4 | 3 | 103 | 6 | -3

Assay outcomes from PubChem BioAssay.
